GSTO1 counter – counter-screen for RBBP9 inhibitors: inhibitors of human GSTO1; P78417; recombinant GSTO1, activity-based probe fluorescence polarization; inhibition, % at 5.96 µM; 1.1% of 300,000 active; AID 1974;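 active = inhibition above the campaign mean inhibition plus 3 SD, cut at about 35% in these data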;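 note: 0% = GSTO1-1 with DMSO and 100% = wells lacking GSTO1-1 enzyme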
Target sequence (P78417 whole entry, looked up): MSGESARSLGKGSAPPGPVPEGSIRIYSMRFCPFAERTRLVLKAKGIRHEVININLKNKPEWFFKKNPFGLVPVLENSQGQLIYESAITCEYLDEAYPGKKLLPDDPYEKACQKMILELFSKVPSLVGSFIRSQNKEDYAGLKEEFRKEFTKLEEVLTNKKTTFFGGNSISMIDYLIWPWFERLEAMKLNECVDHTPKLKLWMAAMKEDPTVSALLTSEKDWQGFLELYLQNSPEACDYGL
LYPLA2 inh – blocks human lysophospholipase 2, a PME1 counter-screen; O95372; recombinant LYPLA2, FP-Rh probe fluorescence polarization; inhibition, % at 5.9 µM; 0.38% of 320,000 active; AID 2177;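 active = inhibition above the screen-wide mean plus 3 SD, limit set per campaign, cut at about 26% in these data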;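 note: 0% = LYPLA2 with DMSO and 100% = wells lacking LYPLA2 enzyme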
PAFAH1B3 FP inh – blocks human PAF acetylhydrolase 1B catalytic subunit 3 | Q15102 | recombinant PAFAH1B3, FP-rhodamine probe, fluorescence polarization | inhibition, % at 3.39 µM | 0.28% of 340,000 active | AID 492972;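 active = inhibition above the screen-wide average of all tested compounds plus 3 SD, cut at about 25% in these data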;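 note: 0% = enzyme with DMSO only and 100% = wells lacking PAFAH1B3 protein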
Target sequence (Q15102 whole entry, looked up): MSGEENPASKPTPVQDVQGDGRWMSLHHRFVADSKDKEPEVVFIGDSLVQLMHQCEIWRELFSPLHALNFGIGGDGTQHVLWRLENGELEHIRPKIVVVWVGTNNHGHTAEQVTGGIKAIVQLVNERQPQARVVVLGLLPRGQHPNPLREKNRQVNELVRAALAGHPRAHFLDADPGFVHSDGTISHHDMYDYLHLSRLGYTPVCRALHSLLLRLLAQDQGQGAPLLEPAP
pPAFAH FP inh – inhibitors of human plasma PAF acetylhydrolase (pPAFAH); Q13093; inhibition, % at 3.39 µM; 1.5% of 330,000 active; recombinant pPAFAH, FP-rhodamine probe fluorescence polarization;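 active = inhibition above the mean inhibition across the screen plus 3 SD, cut at about 25% in these data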;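 note: inhibitors block binding of the rhodamine activity-based probe so polarization drops; 0% = enzyme with DMSO and 100% = wells lacking pPAFAH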
PME-1 primary – PME-1 (human) inhibition. 0.53% of 320,000 active. inhibition, % at 5.9 µM. recombinant PME-1, FP-Rh probe fluorescence polarization;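 active = inhibition above the campaign mean of all compounds plus 3 SD, cut at about 26% in these data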;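 note: competitive labeling of PME-1 active site by serine hydrolase directed probe; 0% = PME-1 with DMSO and 100% = wells lacking PME-1 enzyme; inhibitors block probe labeling so polarization falls and inhibition rises; many of its hits are not listed in these tables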
Target sequence (Q9Y570 whole entry, looked up): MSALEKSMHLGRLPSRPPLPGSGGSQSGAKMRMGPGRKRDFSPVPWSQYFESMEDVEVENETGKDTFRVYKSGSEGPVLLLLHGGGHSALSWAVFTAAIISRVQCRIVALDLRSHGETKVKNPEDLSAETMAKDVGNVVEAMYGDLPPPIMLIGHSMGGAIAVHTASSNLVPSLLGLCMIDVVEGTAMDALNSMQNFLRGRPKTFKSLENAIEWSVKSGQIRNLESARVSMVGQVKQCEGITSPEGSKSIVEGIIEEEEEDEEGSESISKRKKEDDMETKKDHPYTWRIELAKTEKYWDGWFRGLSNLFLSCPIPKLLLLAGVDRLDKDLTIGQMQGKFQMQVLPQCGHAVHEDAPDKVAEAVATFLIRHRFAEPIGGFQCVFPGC
PAFAH1B2 inh – inhibitors of human PAFAH1B2; P68402; recombinant PAFAH1B2, FP-rhodamine activity probe, fluorescence polarization; inhibition, % at 3.39 µM; 1.2% of 340,000 active; AID 492953;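 active = inhibition above the mean of all tested compounds plus 3 SD, cut at about 24% in these data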;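 note: 0% = enzyme with DMSO and 100% = wells lacking PAFAH1B2; many of its hits are not listed in these tables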
PAD4 inh – PAD4 (human) enzyme inhibition; inhibition, % at 6.36 µM; 0.41% of 330,000 active; Q9UM07; recombinant PAD4, RCA probe fluorescence polarization;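 active = percent inhibition above a cutoff equal to the mean of all tested compounds plus 3 SD, cut at about 15% in these data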;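 note: 0% = PAD4 with RCA probe and DMSO and 100% = probe without PAD4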
LYPLA1 inh – blocks human lysophospholipase 1, a PME1 counter-screen | recombinant LYPLA1, FP-Rh probe fluorescence polarization | inhibition, % at 5.9 µM | 0.16% of 320,000 active | AID 2174;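 active = inhibition above the mean of all tested compounds plus 3 SD, set per campaign, cut at about 14% in these data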;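 note: inhibitors block serine hydrolase probe labeling of LYPLA1 so polarization falls; 0% = enzyme with DMSO and 100% = wells lacking LYPLA1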
PREPL inh – inhibitors of human prolyl oligopeptidase-like enzyme PREPL; Q4J6C6; recombinant PREPL, fluorescence polarization activity-based probe; inhibition, % at 5.96 µM; 0.68% of 320,000 active; AID 2751; in the data active = inhibition above about 43%;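 note: 0% = enzyme with DMSO and 100% = wells lacking enzyme; many of its hits are not listed in these tables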
* marks the source's active call; other numbers are inactive results; . = no result given. Some of the compounds tested; the hit share may differ from the screen's.

Start of the listing, in advance (2 entries):
Short keys: A = GSTO1 counter; B = LYPLA2 inh; C = PAFAH1B3 FP inh; D = pPAFAH FP inh; E = PME-1 primary; F = PAFAH1B2 inh; G = PAD4 inh; H = LYPLA1 inh; I = PREPL inh
compound: CC(Oc1ccc(Br)cc1)C(=O)Nc1ccc(S(=O)(=O)N(C)C2CCN(C)CC2)cc1 (configuration not stated)
  A: 1; B: -3; C: 6; D: 0; E: -5; F: 1; G: -2; H: 0; I: -7
compound: O=C(CN(CC1CCCO1)C(=O)CNS(=O)(=O)c1ccc(F)cc1)NC1CCCC1 (configuration not stated)
  A: 4; B: 4; C: 8; D: 9; E: -8; F: 9; G: -2; H: 2; I: 0

This part in full, from the start:
Short keys: A = GSTO1 counter; B = LYPLA2 inh; C = PAFAH1B3 FP inh; D = pPAFAH FP inh; E = PME-1 primary; F = PAFAH1B2 inh; G = PAD4 inh; H = LYPLA1 inh; I = PREPL inh
compound: CC(Oc1ccc(Br)cc1)C(=O)Nc1ccc(S(=O)(=O)N(C)C2CCN(C)CC2)cc1 (configuration not stated)
  A: 1; B: -3; C: 6; D: 0; E: -5; F: 1; G: -2; H: 0; I: -7
compound: O=C(CN(CC1CCCO1)C(=O)CNS(=O)(=O)c1ccc(F)cc1)NC1CCCC1 (configuration not stated)
  A: 4; B: 4; C: 8; D: 9; E: -8; F: 9; G: -2; H: 2; I: 0
compound: CN(C)Cc1cn(CCC(=O)O)c2ccccc12
  A: 0; B: 1; C: 3; D: -3; E: 2; F: 3; G: 2; H: 1; I: -3
compound: CCCCOC(=O)N/N=C/C=C/c1ccccc1
  A: 1; B: 6; C: 2; D: -6; E: -9; F: -4; G: 1; H: 3; I: -10
compound: O=C(Nc1cccc(-n2cnnn2)c1)c1cc(Cl)nc(Cl)c1
  A: 2; B: -8; C: 2; D: 0; E: -22; F: 0; G: -3; H: -5; I: 6
compound: CCC(c1nnnn1CCOC)N1CCN(C(=O)c2ccco2)CC1 (configuration not stated)
  A: -13; B: -8; C: 0; D: 2; E: -3; F: 7; G: -6; H: -3; I: 6
compound: Cc1ccc(OCCn2c3ccccc3n3nc(C)c(=O)nc23)cc1
  A: 6; B: -3; C: -1; D: 2; E: 4; F: -3; G: -1; H: 1; I: -11
compound: CCOC(=O)C1(CC2CCCCO2)CCN(Cc2nc3ccccc3[nH]2)CC1 (configuration not stated)
  A: 1; B: -1; C: -1; D: 3; E: 3; F: -1; G: 1; H: 1; I: 0
compound: CN(C)Cc1c(O)ccc2c3c(c(=O)oc12)CCCCC3
  A: 3; B: -2; C: 7; D: 5; E: 0; F: 4; G: 2; H: -3; I: 12
compound: CCN(CC)c1nc(-c2ccccn2)nc(-c2ccccc2)c1C#N
  A: 3; B: 4; C: -2; D: 0; E: 5; F: 4; G: -2; H: 1; I: 6
compound: COc1ccc(OCC(=O)Nn2c(-c3ccc(OC)cc3)nc3ccccc3c2=O)cc1
  A: 18; B: 0; C: 12; D: -2; E: 1; F: 11; G: 4; H: 0; I: -9
compound: O=C(Cn1cnc2ccccc2c1=O)N1CCN(Cc2ccccc2)CC1
  A: 8; B: 4; C: -6; D: -3; E: -6; F: -5; G: 8; H: -2; I: 1
compound: O=C(NC(=S)Nc1ccc(F)cc1)C1CCCCC1
  A: 2; B: 6; C: 4; D: 7; E: 10; F: 2; G: 0; H: -2; I: -5
compound: COC(=O)[C@@]12CCCCN1[C@H](c1ccc(-c3ccc(OC)cc3)c(OC)c1)[C@@H]1C(=O)N(C)C(=O)[C@@H]12
  A: -3; B: -4; C: 2; D: 1; E: -5; F: -5; G: -5; H: -2; I: 6
compound: COc1ccc(/C=C2\Oc3cc(OC(=O)N4CCOCC4)ccc3C2=O)c(OC)c1
  A: 0; B: -1; C: 3; D: 16; E: 0; F: 3; G: -1; H: 4; I: 6

Overlap with the part before: 2 entries; new compounds follow.
Short keys: A = GSTO1 counter; B = LYPLA2 inh; C = PAFAH1B3 FP inh; D = pPAFAH FP inh; E = PME-1 primary; F = PAFAH1B2 inh; G = PAD4 inh; H = LYPLA1 inh; I = PREPL inh
compound: COC(=O)[C@@]12CCCCN1[C@H](c1ccc(-c3ccc(OC)cc3)c(OC)c1)[C@@H]1C(=O)N(C)C(=O)[C@@H]12
  A: -3; B: -4; C: 2; D: 1; E: -5; F: -5; G: -5; H: -2; I: 6
compound: COc1ccc(/C=C2\Oc3cc(OC(=O)N4CCOCC4)ccc3C2=O)c(OC)c1
  A: 0; B: -1; C: 3; D: 16; E: 0; F: 3; G: -1; H: 4; I: 6
compound: COCCCNC(=O)CSc1nc2c(sc(=S)n2-c2cc(Cl)ccc2OC)c(=O)[nH]1
  A: -87; B: -2; C: 9; D: 7; E: 4; F: -1; G: -4; H: 2; I: -8
compound: COc1ccc(-c2cn3c(C)c(C(=O)NCc4ccc5c(c4)OCO5)sc3n2)cc1
  A: 7; B: 6; C: -2; D: 11; E: 5; F: 4; G: 0; H: 0; I: 20
compound: Nc1nnc(CC(=O)N/N=C/c2ccc(-c3ccc(F)cc3)o2)s1
  A: 7; B: -2; C: .; D: 8; E: 1; F: .; G: -5; H: -3; I: 5
compound: CCn1nnnc1NCc1ccc(OCc2ccc(F)cc2Cl)c(OC)c1
  A: 15; B: 7; C: 7; D: 13; E: -4; F: 0; G: -4; H: 4; I: 29
compound: O=C(CSc1nnc(NC(=O)c2c(F)cccc2F)s1)Nc1ccc(F)cc1
  A: -6; B: -6; C: 0; D: -2; E: -7; F: 2; G: -2; H: 1; I: 5
compound: O=C(CSc1n[nH]c(-c2cccnc2)n1)Nc1ccccc1[N+](=O)[O-]
  A: 0; B: 3; C: 2; D: 3; E: 1; F: 7; G: -4; H: -4; I: -8
compound: COc1cc(OC)cc(C(=O)N2CCN(C(=O)c3cccnc3)CC2)c1
  A: -6; B: -2; C: 7; D: 6; E: 3; F: 0; G: 1; H: -1; I: 1
compound: COc1cc(C(=O)N2CCN(C(=O)Cc3ccccc3)CC2)cc(OC)c1OC
  A: -6; B: -1; C: 4; D: -3; E: -4; F: 0; G: -5; H: 2; I: -6
compound: Cc1ccc(C(=O)N2CCN(c3ccccn3)CC2)cc1C
  A: 4; B: -4; C: 1; D: 0; E: -1; F: 0; G: 1; H: 1; I: 8
compound: Cc1cc(C)c(-c2csc(NC(=O)CCCc3nc4ccccc4c(=O)[nH]3)n2)c(C)c1
  A: -5; B: -3; C: -4; D: 0; E: 2; F: 2; G: -2; H: -5; I: -5
compound: CCOC(=O)c1cc(C)sc1NC(=O)CSc1nnnn1C
  A: 1; B: -2; C: 7; D: 3; E: -2; F: -2; G: 2; H: 1; I: 2
compound: CC12CC3CC(C)(C1)CC(C(=O)NCc1cccnc1)(C3)C2
  A: -1; B: 1; C: -3; D: 3; E: 0; F: 12; G: -1; H: -1; I: -16
compound: O=C(Nc1ccc(NC(=O)c2cccs2)cc1)c1cccs1
  A: 9; B: 0; C: 4; D: 2; E: 1; F: 2; G: 2; H: -2; I: 10
compound: CN(C)S(=O)(=O)c1ccc(N2CCCC2)c(C(=O)NCc2cccc(C(F)(F)F)c2)c1
  A: -5; B: 6; C: 3; D: 23; E: 6; F: 6; G: 3; H: -5; I: 16
compound: CC(=O)C1=C(N2CCCCC2)CCC1=O
  A: -1; B: -8; C: -7; D: 3; E: 1; F: 5; G: -9; H: 0; I: 13
compound: O=C(COC(=O)C1CC(O)CN1S(=O)(=O)c1ccccc1[N+](=O)[O-])c1ccc[nH]1 (configuration not stated)
  A: .; B: -4; C: 7; D: 5; E: -1; F: -1; G: 0; H: -4; I: 1
compound: CCCC(=O)Nc1ccc(OCC(O)CNC(C)C)c(C(C)=O)c1 (configuration not stated)
  A: 10; B: 9; C: -5; D: 3; E: -4; F: 3; G: 0; H: 5; I: 16
compound: COc1ccc(C(=O)Nc2ccc(OC)c([N+](=O)[O-])c2)cc1Br
  A: 3; B: -5; C: -10; D: 2; E: -14; F: 2; G: 1; H: -5; I: -5
compound: CCOC(=O)CC(NS(=O)(=O)c1ccc2[nH]cc(C(=O)O)c(=O)c2c1)c1ccc(OCC)c(OC)c1 (configuration not stated)
  A: 7; B: 3; C: -3; D: 1; E: -8; F: 2; G: 2; H: 2; I: 8
compound: OC(CNCc1ccc(Cl)c(Cl)c1)c1ccccc1 (configuration not stated)
  A: 3; B: 12; C: 1; D: -1; E: 0; F: 7; G: -3; H: 6; I: 13
compound: CN(C(=O)COC(=O)c1ccc2c(c1)NC(=O)CS2)C1CCS(=O)(=O)C1 (configuration not stated)
  A: 2; B: 2; C: -3; D: 2; E: -7; F: -2; G: -1; H: 3; I: -4
compound: COc1ccc(CCN2CC(C(=O)N(C)Cc3ccc4nsnc4c3)CCC2=O)cc1 (configuration not stated)
  A: 2; B: 12; C: 4; D: 4; E: 2; F: 6; G: -6; H: 0; I: 6
compound: CCc1c(C)sc(NC(=O)c2cc(C3CC3)on2)c1C#N
  A: -17; B: -2; C: 0; D: 15; E: 1; F: 8; G: 2; H: 0; I: 12
compound: CCCc1cc(=O)oc2cc(C)cc(OC(C)C(=O)NCc3ccccn3)c12 (configuration not stated)
  A: 8; B: -2; C: 1; D: 3; E: 0; F: 4; G: -1; H: -1; I: -2
compound: CCOc1ccccc1N(CC(=O)NCCc1ccccc1)C(=O)CCC(=O)Nc1ccccn1
  A: 2; B: 1; C: 10; D: 0; E: 0; F: 5; G: 2; H: 1; I: 11
compound: CN1CCCCCC1=Nc1ccc([N+](=O)[O-])cc1
  A: 11; B: -3; C: 2; D: -1; E: -1; F: 2; G: 2; H: 0; I: 0
compound: O=C(NCC1CCCO1)C(=O)N/N=C/c1ccc(O)c(Cl)c1 (configuration not stated)
  A: 0; B: 5; C: 5; D: 6; E: -1; F: 1; G: 0; H: -3; I: 3
compound: COC(=O)c1ccc(NS(=O)(=O)c2ccc3[nH]c(=O)oc3c2)cc1
  A: 9; B: -3; C: 9; D: 18; E: -2; F: 4; G: -9; H: 1; I: -9
compound: COc1ccc(N2CCN(C(=O)C(=O)c3cn(CC(=O)N4CCCCCC4)c4ccccc34)CC2)cc1
  A: 0; B: -6; C: 9; D: 5; E: 4; F: 8; G: -6; H: -1; I: 21
compound: COc1ccc(CCNC(=O)CSc2nc3cc(Cl)ccc3o2)cc1OC
  A: 1; B: 13; C: 3; D: 1; E: 8; F: 7; G: 0; H: 6; I: 2
compound: CC(C)C(=O)Nc1cccc(-c2nc3ncccc3o2)c1
  A: 4; B: 2; C: 1; D: 5; E: 4; F: 3; G: 0; H: 4; I: 0
compound: Cc1cccc(NC(=O)C2C3C=CC(O3)C2C(=O)O)c1C (configuration not stated)
  A: 7; B: -4; C: 10; D: 2; E: -2; F: -5; G: -3; H: 3; I: 6
compound: Nc1ccc(OCC(O)C[n+]2ccc(CCS(=O)(=O)[O-])cc2)cc1 (configuration not stated)
  A: 4; B: -6; C: 3; D: -2; E: 0; F: 4; G: -5; H: -4; I: 13
compound: O=C(CSc1nncs1)NNC(=O)c1ccccc1Br
  A: .; B: .; C: 7; D: 1; E: .; F: 2; G: -5; H: .; I: 2
compound: C=CCc1c(C)nc(-c2ccccc2)nc1N/N=C/c1ccncc1
  A: 2; B: 0; C: 11; D: -3; E: 4; F: 4; G: 2; H: -2; I: 8
compound: COCCCn1cn[nH]c1=S
  A: -3; B: 2; C: 8; D: 4; E: 8; F: 6; G: -2; H: -1; I: 4
